T cell modulator: T cell immune modulation candidate; 2C CD8+ T cell-vesicle binding, flow cytometry; hits give low values; calls only at 7 µM; hit rate 0.068% among 330,000; AID 2052;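 active = response, share of CD8 T cells binding vesicles, and their 90th percentile fluorescence all below set limits, cut at about 80% in these data, passing the limit was not always enough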
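Incubation: binding step 1.5 h, 37 °C, antibody labelling 20 min, ice; system: murine 2C transgenic CD8+ T lymphocytes; technique: cytometric PE anti-B7-1 and Alexa647 anti-CD8 signals after 1% paraformaldehyde fixation; also added: QL9-charged Drosophila Ld/ICAM-1/B7-1 vesicles; control set: naked versus QL9-loaded vesicles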
Lipid droplet: modulators of hepatic lipid droplet formation; AML12 mouse hepatocytes, oleate lipid droplets, BODIPY imaging; inhibition, % at 6.5 µM; hit rate 0.4% among 240,000;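 active = lipid droplet intensity inhibited by at least 50%, with more than 500 cells counted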
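Material: mouse AML12 hepatocyte cell line, fixed after treatment; Timing: compound with oleate, overnight; Technique: high-content imaging of BODIPY-stained droplets and DAPI nuclei; Probe or stimulus: oleate, 100 µM final; Dosing: compound at 6.5 µM only.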
PhoP inhibition: PhoP-dependent GFP reporter repression – Salmonella Typhimurium, primary screen (AID 1863); one-dose inhibition, % at 50 µM; IC50 in µM for titrated hits; S. Typhimurium PhoP-regulated promoter GFP reporter, 4 h; higher % means a stronger effect; hit rate 0.16% among 300,000;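 active = inhibition over 29.93%, a cutoff 3 SD above the screen mean, later confirmed by dose response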;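 note: 0% = low Mg2+ inducing control and 100% = high Mg2+ repressing control; strong numbers were not always called active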
Lipid droplet cells 6.5 µM: second read-out of Lipid droplet, no call of its own (marks repeat the call); cell count; measured here: cell count, cytotoxicity flag;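 cells counted across two imaged fields per well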
T cell modulator vesicle-bound %: also measured in T cell modulator; calls as there; double positive events, %; measured here: CD8+ vesicle-bound cell fraction;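 binding gate set so that unloaded-vesicle control wells show 10% double positive cells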
* hit, by the source's call; i = inactive. These rows are one share of the data; rates above refer to the full screens.

SMILES	T cell modulator	T cell modulator vesicle-bound %	Lipid droplet	Lipid droplet cells 6.5 µM	PhoP inhibition
Cc1cccc(NC(=O)C2CCN(C(=O)NC3CCCCC3)CC2)c1	i	21	10	560	-4%
O=[N+]([O-])c1ccc(CS(=O)(=O)c2ccc(Cl)cc2)cc1	i	32	4	728	11%
CC(C)N1CCc2c(sc(NC(=O)c3ccc(C(=O)c4ccccc4)cc3)c2C(N)=O)C1	i	35	-38	839	8%
Cc1ccc(S(=O)(=O)CCC(=O)c2ccc(F)cc2)cc1	i	15	-4	868	5%
COc1ccc(-c2cc(C(=O)N3CCCCCC3)no2)cc1	i	38	6	813	-1%
O=C(c1cccs1)N(Cc1ccc(Cl)cc1)C1CCS(=O)(=O)C1 (stereo not drawn)	i	16	-4	748	-1%
COc1ccc(S(=O)(=O)N2CCC(C(=O)N[C@@H](C)C(=O)NCc3cccc(OC)c3)CC2)cc1	i	3	-5	718	7%
COCCN(C(=O)COC(=O)C1(C)CC1(Cl)Cl)c1c(N)n(Cc2ccccc2)c(=O)[nH]c1=O (stereo not drawn)	i	12	3	670	2%
O=C(CN(C(=O)c1csnn1)c1ccc(Cl)cc1)NC1CCCC1	i	19	2	810	1%
Cc1cc(C)c2c(CC(=O)NC3CCS(=O)(=O)C3)coc2c1 (stereo not drawn)	i	15	6	691	-2%
COc1ccc(C(=O)NCc2nnc(SCC(=O)N3CCCC3)o2)cc1OC	i	62	-5	806	-9%
COc1ccc(CC(=O)N/N=C(\C)CC(=O)Nc2ccc(N(C)C)cc2)cc1OC	i	40	-4	819	-1%
Cc1cc(Br)cc(Cl)c1OC(=O)c1cnccn1	i	14	7	821	1%
C=CCN1C(=O)C(CC(=O)NCC)SC1=Nc1ccccc1CC (stereo not drawn)	i	50	4	811	5%
O=C(NCC(=O)N(c1ccccc1F)C(C(=O)NC1CCCC1)c1cccnc1)c1ccco1 (stereo not drawn)	i	12	2	797	0%
COc1ccc(N=Nc2cc(-c3ccccc3)ccc2O)cc1	i	53	38	826	3%
CCCCn1nnnc1SCC(=O)NC1CCCCC1	i	28	-3	793	4%
CCOC(=O)N1CCC(N2Cc3cccc(C(=O)Nc4ccccc4OC)c3C2=O)CC1	i	40	-2	685	-1%
CCN(CC)S(=O)(=O)c1ccc(N2CCOCC2)c(NC(=O)C2CSC3(C)CCC(=O)N23)c1 (stereo not drawn)	i	20	-1	788	-1%
CNC(=O)C(=O)NCC1OCCN1S(=O)(=O)c1ccc(OC)c(OC)c1 (stereo not drawn)	i	7	11	830	-7%
C=CCn1cc(C(=O)N2CCN(c3ccccc3)CC2)c(=O)c2cc(S(=O)(=O)N3CCCC3)ccc21	i	11	-31	644	-2%
CC1CN(S(=O)(=O)c2cccc(C(F)(F)F)c2)C(C)N1C(=O)N1CCOCC1 (stereo not drawn)	i	28	5	591	1%
O=C(CSc1n[nH]c(-c2ccncc2)n1)Nc1ccc(Br)cc1	i	66	1	867	1%
CC(=O)c1ccc(N2CCN(C(=O)c3cccs3)CC2)c(F)c1	i	54	-1	814	-3%
COc1ccc(Cl)cc1C(=O)Nc1nc(C)cc(C)n1	i	20	-9	797	-2%

(list continues)
SMILES	T cell modulator	T cell modulator vesicle-bound %	Lipid droplet	Lipid droplet cells 6.5 µM	PhoP inhibition
COc1ccccc1CC(=O)NC12CC3CC(CC(C3)C1)C2	i	61	-5	785	2%
C[C@H](NC(=O)c1nc[nH]c1C(=O)N[C@@H](Cc1ccccc1)C(=O)OCc1ccccc1)C(=O)OC(C)(C)C	i	19	1	831	4%
Cc1ccc(C)c(NC(=O)CSc2nnc(NC(=O)C3CC3)s2)c1	i	65	8	878	5%
CCOc1ccc(CCNC(=O)c2ccc(NC3=NC4CS(=O)(=O)CC4S3)cc2)cc1 (stereo not drawn)	i	18	0	650	-4%
O=C(Nc1ccc(F)cc1F)c1ccc(S(=O)(=O)N2CCCCC2)cc1	i	62	-2	810	2%
N=c1oc2cc(O)ccc2cc1C(=O)Nc1ccc(Br)cc1	i	54	0	806	9%
CNc1ccccc1C(C)(C)c1cn(-c2ccc([N+](=O)[O-])cc2)nn1	i	34	28	725	-7%
CCSc1nsc(NC(=O)Nc2ccccc2F)n1	i	56	6	821	-3%
CC(=O)c1cc2c(cc1NC(=O)Cn1nc(-c3ccc(C)cc3)ccc1=O)OCO2	i	14	-7	841	3%
CCOC(=O)N1CCN(C(=O)CN2C(=O)COc3ccc(S(=O)(=O)N4CCOCC4)cc32)CC1	i	10	-3	712	-10%
CCOc1ccc2oc(C(=O)NCC3CCCO3)c(C)c2c1 (stereo not drawn)	i	22	-3	844	3%
COc1cccc(CNC(=O)C2CCN(S(=O)(=O)c3ccc4c(c3)NC(=O)CO4)CC2)c1	i	34	9	774	6%
O=C(Nc1cccc(Cl)c1)C1CCCN(c2cnccn2)C1 (stereo not drawn)	i	3	-7	814	-9%
Cc1ccc(CCC(=O)Nc2ccc(C)c(C)c2)o1	i	26	6	727	-15%
CC(C)(C)Nc1nc(Cl)nc(Nc2ccccc2)n1	i	54	-12	793	7%
CCc1nc2ccccc2c(C(=O)Nc2ccc(C)cc2)c1C	i	54	-2	856	8%
CC(=O)c1cc2c(cc1NC(=O)c1ccc(C)cc1)OCCO2	i	26	3	805	7%
COc1ccccc1NC(C)=[N+](C)CCNS(=O)(=O)c1ccc(Cl)cc1	i	12	1	846	-5%
Cc1ccc(Cl)cc1NC(=O)Nc1c(C)n(C)n(-c2ccccc2)c1=O	i	12	-8	809	3%
CC(C)c1nnc2n1N=C(c1ccc(Cl)cc1)CS2	i	56	-1	850	-1%
CC(C)C[C@H](NC(=O)c1[nH]cnc1C(=O)N[C@@H](Cc1ccccc1)C(=O)OCc1ccccc1)C(=O)OC(C)(C)C	i	20	-21	735	-2%
CCC(NC(=S)NCc1ccc(F)cc1)c1ccc(C)cc1 (stereo not drawn)	i	49	-36	864	-1%
Cc1nonc1C(=O)N1CCCC(N2CCN(c3ccc(F)cc3)CC2)C1 (stereo not drawn)	i	66	-6	697	0%
NC(=O)c1c(NC(=O)c2ccc(F)cc2Cl)sc2c1CCC2	i	63	1	766	-3%
CC(C)(C)C(=O)C1=C(O)C(=O)N(c2ccccc2)C1c1ccccc1 (stereo not drawn)	i	59	-7	793	2%

(cont.)
SMILES	T cell modulator	T cell modulator vesicle-bound %	Lipid droplet	Lipid droplet cells 6.5 µM	PhoP inhibition
Cc1oc(-c2ccccc2F)nc1CSCC(=O)NC1CCCC1	i	2	-19	752	-6%
COc1cccc(CN(C)C(=O)COc2ccc(C(=O)c3ccc(Cl)cc3)cc2)c1OC	i	36	-4	794	3%
COc1cc(/C=N/NC(=O)c2cc(O)cc(O)c2)ccc1OC(=O)c1ccccc1	i	68	1	832	-2%
O=C(NCCCN1CCOCC1)c1ccc2nc(Cc3ccccc3F)oc2c1	i	14	25	738	7%
COc1ccc(-c2noc(CCCC(=O)NC3CCCCC3)n2)cc1	i	15	-1	806	0%
COc1ccc(NC(=O)c2ccc(CN3CCc4ccccc4C3)cc2)cc1OC	i	59	1	812	-3%
Cc1ccc2[nH]c(C(=O)NCCN3CCCC3)cc2c1	i	35	12	881	-6%
CSCCNC(=O)c1ccc2nc(Cc3ccccc3F)oc2c1	i	53	8	821	14%
CCOc1ccccc1N1CCN(C(=O)CNC(=O)c2sc3ccccc3c2Cl)CC1	i	39	-30	802	-6%
Cc1cc2[nH]c(=O)c(=O)[nH]c2cc1S(=O)(=O)Nc1cccc(Cl)c1	i	30	-28	682	2%
CCOc1ccc2oc(=O)cc(CN3CCN(C(=O)c4ccco4)CC3)c2c1	i	69	-47	666	-6%
CCCCc1cc(=O)oc2cc(OCC(=O)NCCN3CCOCC3)ccc12	i	31	-1	720	-4%
COc1ccc(-n2c(C)c(C)c3c(NCCCN(C)C)ncnc32)cc1	i	27	1	871	-6%
CCn1ccnc1C(O)(c1ccccc1)c1ccccc1	i	53	1	765	-2%
CN(C)c1ccc(-c2nc3cc(N)ccc3o2)cc1	i	59	4	794	8%
COc1cccc(CNC(=O)C2CC(=O)N(C3CCCCCCC3)C2)c1 (stereo not drawn)	i	18	-7	646	3%
O=C(CN1CCN(C(=O)C2CCCO2)CC1)Nc1cc(Cl)ccc1Cl (stereo not drawn)	i	57	11	733	-6%
COc1cc(/C=N/NC(=O)c2ccoc2C)ccc1OCCN1CCCCC1	i	6	5	729	-6%
O=C(Nc1cccc(C(F)(F)F)c1)Nn1cnnc1	i	58	7	867	7%
CCN(CC(=O)NCc1ccc(F)cc1)S(=O)(=O)c1ccc(C)cc1	i	39	-4	827	-5%
CCOc1ccccc1N(C)C(=O)c1sc2ncn(CC(=O)N3CCCCC3C)c(=O)c2c1C (stereo not drawn)	i	18	0	858	1%
COc1ccc(NC(=O)c2cc3ccccc3o2)cc1OC	i	22	-2	820	-3%
CCOc1ccc(-c2c(C(=O)N/N=C(\C)c3ccco3)nnn2-c2nonc2N)cc1	i	14	-3	738	-2%
COc1ccc(/C=N/N(C)C2=NCCN2)c(OC)c1OC	i	62	-22	832	1%
O=C(NCCN1CCOCC1)/C(=C\c1ccc(F)cc1)NC(=O)c1ccccc1	i	14	-8	710	-3%

18 neighbouring entries already listed, quoted:
SMILES	T cell modulator	T cell modulator vesicle-bound %	Lipid droplet	Lipid droplet cells 6.5 µM	PhoP inhibition
CSCCNC(=O)c1ccc2nc(Cc3ccccc3F)oc2c1	i	53	8	821	14%
CCOc1ccccc1N1CCN(C(=O)CNC(=O)c2sc3ccccc3c2Cl)CC1	i	39	-30	802	-6%
Cc1cc2[nH]c(=O)c(=O)[nH]c2cc1S(=O)(=O)Nc1cccc(Cl)c1	i	30	-28	682	2%
CCOc1ccc2oc(=O)cc(CN3CCN(C(=O)c4ccco4)CC3)c2c1	i	69	-47	666	-6%
CCCCc1cc(=O)oc2cc(OCC(=O)NCCN3CCOCC3)ccc12	i	31	-1	720	-4%
COc1ccc(-n2c(C)c(C)c3c(NCCCN(C)C)ncnc32)cc1	i	27	1	871	-6%
CCn1ccnc1C(O)(c1ccccc1)c1ccccc1	i	53	1	765	-2%
CN(C)c1ccc(-c2nc3cc(N)ccc3o2)cc1	i	59	4	794	8%
COc1cccc(CNC(=O)C2CC(=O)N(C3CCCCCCC3)C2)c1 (stereo not drawn)	i	18	-7	646	3%
O=C(CN1CCN(C(=O)C2CCCO2)CC1)Nc1cc(Cl)ccc1Cl (stereo not drawn)	i	57	11	733	-6%
COc1cc(/C=N/NC(=O)c2ccoc2C)ccc1OCCN1CCCCC1	i	6	5	729	-6%
O=C(Nc1cccc(C(F)(F)F)c1)Nn1cnnc1	i	58	7	867	7%
CCN(CC(=O)NCc1ccc(F)cc1)S(=O)(=O)c1ccc(C)cc1	i	39	-4	827	-5%
CCOc1ccccc1N(C)C(=O)c1sc2ncn(CC(=O)N3CCCCC3C)c(=O)c2c1C (stereo not drawn)	i	18	0	858	1%
COc1ccc(NC(=O)c2cc3ccccc3o2)cc1OC	i	22	-2	820	-3%
CCOc1ccc(-c2c(C(=O)N/N=C(\C)c3ccco3)nnn2-c2nonc2N)cc1	i	14	-3	738	-2%
COc1ccc(/C=N/N(C)C2=NCCN2)c(OC)c1OC	i	62	-22	832	1%
O=C(NCCN1CCOCC1)/C(=C\c1ccc(F)cc1)NC(=O)c1ccccc1	i	14	-8	710	-3%

(cont.)
SMILES	T cell modulator	T cell modulator vesicle-bound %	Lipid droplet	Lipid droplet cells 6.5 µM	PhoP inhibition
COc1ccc(NC2CCCN(C(=O)c3cc4ncccn4n3)C2)cc1 (stereo not drawn)	i	32	13	711	-7%
CN(Cc1ccccc1F)C(=O)COc1ccc(C(=O)c2ccccc2)cc1	i	24	-6	753	6%
CCCNC(=O)CCn1nc(-c2ccc(C)cc2)c2ccccc2c1=O	i	43	8	429	8%
Cc1cccc(/C=C2/Sc3ccc(C(=O)NCCN4CCCC4)cc3NC2=O)c1	i	19	-2	741	-8%
Cc1c(OCC(=O)N(C)C)ccc2c(-c3ccccc3)cc(=O)oc12	i	53	1	850	0%
Cc1nc2ccc(S(=O)(=O)N(C)CC(=O)NC(C)c3ccccc3)cc2s1 (stereo not drawn)	i	10	-16	752	-1%
O=C(Nc1ccc(Br)cc1F)c1ccc2nsnc2c1	i	20	-3	732	-7%
Cc1ccc(CS(=O)Cc2ccc(C(=O)N3CCN(c4ccccc4)CC3)o2)cc1 (stereo not drawn)	i	12	0	706	-10%
CC(=O)O[C@]1(C(C)=O)CC[C@H]2[C@@H]3C=CC4=CC(=O)C=C[C@]4(C)[C@H]3CC[C@@]21C	i	28	-18	822	7%
COc1ccc(S(=O)(=O)NCC(=O)N(CC(=O)NCc2ccco2)C2CCCC2)cc1	i	45	-34	756	4%
O=C(Nc1ccccc1)C1CC2CCC1C2 (stereo not drawn)	i	30	-2	822	-5%
